DRD3 antagonist = D3 dopamine receptor (human) antagonism. P35462. D3R cells, DiscoveRx beta-arrestin luminescence, antagonist mode; stronger effect = lower value. max response, negative = inhibition, %. hit rate 2.5% among 360,000; in the data active means max response below about -50%; inconclusive means no clear call, values can overlap the other calls; further: on the % scale 0 is the no-effect control and ±100 the full control effect; mostly tested at two doses, the higher about 12 µM
Target sequence (P35462 whole entry, looked up): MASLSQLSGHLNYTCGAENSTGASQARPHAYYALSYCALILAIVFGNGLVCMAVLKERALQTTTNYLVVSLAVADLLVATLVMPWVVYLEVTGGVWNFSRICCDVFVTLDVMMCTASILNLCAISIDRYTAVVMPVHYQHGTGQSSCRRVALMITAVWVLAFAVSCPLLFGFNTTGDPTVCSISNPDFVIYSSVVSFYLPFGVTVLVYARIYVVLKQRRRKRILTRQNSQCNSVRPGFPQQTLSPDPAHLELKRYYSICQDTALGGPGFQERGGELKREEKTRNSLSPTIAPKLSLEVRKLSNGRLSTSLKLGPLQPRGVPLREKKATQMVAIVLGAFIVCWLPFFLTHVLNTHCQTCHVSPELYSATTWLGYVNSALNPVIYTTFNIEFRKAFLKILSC
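Cells plated overnight at 1500 cells/well, then exposed to library compounds with dopamine controls for 90 minutes at 37 degrees C. DiscoveRx reagent added for 30–60 minutes at room temperature; luminescence read, quantitative HTS format.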
KB-3-1 cytotox = kills parental KB-3-1 adenocarcinoma cells. KB-3-1 viability, CellTiter-Glo ATP luminescence, 72 h. Potency, µM (highest dose often 46.1 µM), inactives show top-dose activity change, negative = cytotoxic, actives largely listed as cytotoxic. hit rate 1.4% among 400,000; further: potency means the concentration at half of the fitted maximal effect; on the % scale 0 is the no-effect control and ±100 the full control effect; nearly all actives have a fitted effect of over 60% in size
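Using CellTiter-Glo luminescence, growth of non-resistant KB-3-1 adenocarcinoma cells is assessed 72 h after pin-tool compound addition at 37 °C. Normalized responses across the concentration series yield fitted curves.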
DRD3 agonist = activates the human D3 dopamine receptor | max activation, % | hit rate 0.58% among 410,000 | AID 652048 | D3R DiscoveRx beta-arrestin cells, luminescence, 90 min; in the data active means max activation above about 30%; further: 0% is about no effect; mostly tested at two doses, the higher about 12 µM
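Cells at 1500/well, incubated overnight, then treated with pinned compounds (dopamine as control) for 90 min at 37 degrees C. DiscoveRx reagent added for 30 - 60 minutes at room temperature; luminescence read.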
HT1080-NT tox = kills 2HG-producing HT-1080-NT fibrosarcoma cells; AID 686970; hit rate 1.6% among 360,000; Potency, µM (top dose mostly 46.1 µM), for the others: at the top dose activity, negative = less viability, actives largely listed as cytotoxic; HT-1080-NT fibrosarcoma viability, CellTiter-Glo ATP luminescence, 48 h;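 further: NT is the 2HG producing partner of a matched IDH1 knockdown line; potency means the concentration at half of the fitted maximal effect; 0% = DMSO-treated cells and -100% = media-only wells without cells; nearly all actives have a fitted effect of over 55% in size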
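HT-1080-NT; 750 cells/well; 5% FBS RPMI; 48 h compound, 37 degrees C; CellTiter-Glo luminescence; curve fitting and curve-class assignment.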
GLP-1R agonist = activates the human GLP-1 receptor. P43220. HEK293 GLP-1R CRE-luciferase, luminescence, 4-6 h; cells express a hypersensitive GLP-1R form. Potency, µM (top dose mostly 45.6 µM), for inactives: at the highest dose activation, actives largely listed as activators. hit rate 0.007% among 380,000; further: potency means the concentration at half of the fitted maximal effect; % of control where 0% means no effect
Target sequence (P43220 whole entry, looked up): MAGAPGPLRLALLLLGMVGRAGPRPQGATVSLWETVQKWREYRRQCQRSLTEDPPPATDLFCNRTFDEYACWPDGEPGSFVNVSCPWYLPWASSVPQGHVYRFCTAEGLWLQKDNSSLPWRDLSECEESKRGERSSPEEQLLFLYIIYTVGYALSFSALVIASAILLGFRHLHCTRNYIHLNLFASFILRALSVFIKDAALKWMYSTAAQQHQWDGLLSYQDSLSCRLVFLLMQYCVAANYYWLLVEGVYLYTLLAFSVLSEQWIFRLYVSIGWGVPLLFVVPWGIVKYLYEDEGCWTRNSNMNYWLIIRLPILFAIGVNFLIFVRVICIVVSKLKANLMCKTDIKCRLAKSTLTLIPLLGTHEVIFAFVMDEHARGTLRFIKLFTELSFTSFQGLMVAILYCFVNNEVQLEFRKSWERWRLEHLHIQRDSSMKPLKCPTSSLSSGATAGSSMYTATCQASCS
HT1080 IDH1KD tx = kills HT-1080 cells with IDH1 knockdown; hit rate 2% among 360,000; Potency, µM (highest dose often 46.1 µM), without a hit: at the highest dose activity, negative = toxicity, hits mostly cytotoxic; AID 686971; HT-1080 IDH1 knockdown viability, ATP luminescence, 48 h;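 further: potency means the concentration at half of the fitted maximal effect; 0% = DMSO wells and -100% = cell-free medium wells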
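In this qHTS, HT-1080 cells depleted of IDH1 are exposed for 48 h at 37 °C to compound titrations. Toxicity is scored from CellTiter-Glo luminescence, with DMSO as full viability and medium alone as none.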
KB-V1 MDR tox = KB-V1 MDR subline cytotoxicity. KB-V1 MDR cells viability, CellTiter-Glo, 72 h. Potency, µM (highest dose often 46.1 µM), for inactives: at the highest dose activity change, negative = cytotoxicity, usual class: cytotoxic. hit rate 3.4% among 400,000. AID 1347076; further: potency means the concentration at half of the fitted maximal effect; on the % scale 0 is the no-effect control and ±100 the full control effect; nearly all actives have a fitted effect of over 60% in size
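Cytotoxicity via CellTiter-Glo luminescence after 72 h compound exposure at 37 degrees C. Cells: drug-selected KB-V1 line, DMEM phenol-red free plus 10% FBS. Compounds tested at multiple concentrations; normalized data fitted to concentration-effect curves.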
SW480 rerep = inducers of DNA re-replication in SW480 colon cancer cells | hit rate 1.8% among 340,000 | SW480 DNA re-replication, Hoechst DNA content imaging, 48 h | AID 624297 | Potency, µM (top dose mostly 46.1 µM), inactives show at the top dose re-replication activation, usual class: activators; further: potency means the concentration at half of the fitted maximal effect; % of control where 0% means no effect; nearly all actives have a fitted effect of over 55% in size
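Image-based read-out: total Hoechst fluorescence of nuclei (405 nm excitation, 500-530 nm emission), with hits raising the fraction of high-intensity nuclei. SW480 colon cells incubated 48 hr with compounds at 37 C.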
IL1B secr inh = inflammasome signaling inhibition, IL-1 beta readout; THP-1 LPS/ATP IL-1B secretion, AlphaLISA, 16 h; stronger effect = lower value; activity change, % at 57.5 µM; hit rate 4.7% among 360,000; AID 743279; in the data active means activity change below about -50%; inconclusive means mostly about -30% to -49%; further: on the % scale 0 is the no-effect control and ±100 the full control effect
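THP-1 cells pretreated 1 hr with compounds (up to 57.5 uM final), then stimulated with LPS (250 ng/mL final) plus ATP (1.25 mM final); secreted IL-1B measured by AlphaLISA after 16 hr, decreased signal indicating inhibition.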
* marks the source's active call; other numbers are inactive results; i = inactive; ? = inconclusive; . = no result given; & = joins results of further samples; [ ] = dose if it differs, or a comment. Unless noted, the call rests on the fitted dose curve; in most records, active means well fitted curve in the direction sought with a large enough effect; inconclusive means small, poorly fitted or top-dose-only effect, or another doubt; inactive means no such curve, though single readings can be large; an effect the other way counts as inactive or inconclusive.

The line under a structure holds: DRD3 antagonist	KB-3-1 cytotox	DRD3 agonist	HT1080-NT tox	GLP-1R agonist	HT1080 IDH1KD tx	KB-V1 MDR tox	SW480 rerep	IL1B secr inh
1	Cc1ccc2nc(C)c(C(=O)N/N=C/c3cccs3)n2c1
 : -3	-1%	-2	-11%	17%	-24%	-6%	?	0
2	COc1ccccc1Cn1c(C)c(C(=O)NCc2ccc(C#N)cc2)sc1=O
 : -4	-5%	-6	-27%	2%	-28%	16µM*	.	-17
3	O=C1COc2cc(ccc2[N+](=O)[O-])Oc2ccc(cc2Cl)C(=O)CCCCO1
 : ?	-6%	-4	-1%	4%	-5%	1%	-8%	-2
4	O=C(CCN1C(=O)/C(=C/c2ccc(F)cc2)SC1=S)Nc1cccnc1
 : 9	3%	4	7%	1%	22%	0%	-1%	-19
5	CCOc1ccc(N2C(=O)CC(NCCNc3ccc(C(=O)c4cccs4)cc3)C2=O)cc1 (stereo not given)
 : 4	0%	5	-11%	1%	-2%	-19%	-9%	14
6	O=C(NCCc1ccccc1)C1(c2ccccc2)CCCC1
 : -2	0%	-4	-8%	0%	1%	-15%	-6%	-10
7	Cc1nn(CC(=O)Nc2ccc(S(=O)(=O)N(C)C)cc2)c(C)c1[N+](=O)[O-]
 : -5	3%	3	1%	6%	6%	0%	-3%	-5
8	CCOC(=O)c1ccc(COc2nc3ccccc3nc2-c2ccccc2NC(C)=O)o1
 : 4	0%	-7	-1%	-3%	-4%	-13%	1%	0
9	COc1ccc(CNC(=O)C2CCN(C(=O)N3CCOc4ccc(C)cc43)CC2)cc1
 : 11	-2%	-4&1	-7%	5%	0%	-15%	-3%	-20
10	CCOC(=O)c1sc(NC(=O)CNCc2ccccn2)c(C(=O)OCC)c1C
 : -10	?	2	-9%	5%	-11%	-37%	16%	10
11	CCOC(=O)C1=C(CC)Nc2ccccc2N/C1=N\S(=O)(=O)c1cc(Br)ccc1Br
 : 15	?	6	?	0%	?	0%	-3%	22
12	CC(Sc1nc2ccccc2s1)C(=O)Nc1ccc2c(c1)OCO2 (stereo not given)
 : 31	-3%	2	0%	4%	3%	9%	-1%	28
13	CC(Sc1nc(O)c(-c2ccccc2)c(=O)[nH]1)C(=O)Nc1ccc(Cl)cc1 (stereo not given)
 : -16	-6%	-8	-4%	1%	-9%	0%	0%	0
14	O=C(Cn1c(=O)c(=O)n(Cc2ccccc2)c2ccc(Cl)cc21)Nc1cccc(F)c1
 : 8	-21%	-6	-10%	1%	-6%	13µM*	-47%[inhibitor]	14
15	O=C(N=C1c2ccccc2CN1c1ccc(F)cc1)c1ccc(Cl)nc1
 : 3	0%	3	1%	-3%	2%	-20%	-2%	-5
16	COc1ccc(C(=O)NCCOc2ccccc2)cc1S(=O)(=O)N1CCOCC1
 : -15	25%	2	5%	-3%	-5%	?	-10%	-1
17	OCCN1CCN(C(=S)NC2CCCC2)CC1
 : -10	-3%	-7	0%	1%	9%	2%	-2%	0
18	Cn1cccc1/C=C1\SC(=S)N(NC(=O)c2ccccc2O)C1=O
 : -7	1%	1	-4%	0%	13%	-25%	-14%	-10
19	CCCCOc1ccc(C(=O)NNC(=O)c2cnccn2)cc1OC
 : -21	?	-11	?	-2%	?	-16%	?	-73*
20	Cc1ccc(CCNC(=O)c2ccc3c(c2)N(Cc2cc(C)ccc2C)C(=O)c2ccccc2S3=O)cc1 (stereo not given)
 : .	-2%	-6	.	-2%	.	?	.	.
21	COc1ccc(C(=O)NC(C)c2nnc(SCC(=O)NC3CCCCC3)n2C)cc1 (stereo not given)
 : -6	12%	-13	-3%	3%	-4%	-6%	-7%	-2
22	COCCN(CCOC)S(=O)(=O)c1ccc(/C(O)=C(\C#N)c2nc3ccccc3[nH]2)cc1
 : 2	-5%	4	1%	14%	-5%	-18%	3%	-11
23	CCOC(=O)N1CCN(CC(O)COCc2ccc(OC)c(OC)c2)CC1 (stereo not given)
 : 0	19%	5	20%	11%	18%	-8%	13%	1
24	Cc1cccc(C)c1Nc1ncnc2ccccc12
 : 0	11%	0	-7%	0%	3%	-16%	10%	24
25	CC(=O)Nc1ccc(S(=O)(=O)N(C)CC(=O)OCC(=O)Nc2ccc3c(c2)OCO3)cc1
 : 2	0%	1	7%	11%	14%	3%	.	-11
26	COc1ccccc1N(CC(=O)N1CCC(C)CC1)S(=O)(=O)c1ccc(C)cc1
 : .	-2%	-3	.	0%	.	-23%	.	.
27	C[C@H]1COC(=O)[C@@H](Cc2ccc(F)cc2)C/C=C\C[C@H](CC(=O)NCCO)C(=O)N1
 : 3	0%	9	1%	-2%	9%	?	-9%	33
28	Cc1ccc(-c2noc(CSc3nnc(Cc4cccs4)n3-c3ccccc3)n2)cc1
 : 0	-19%	-3	0%	13%	-8%	-8%	0%	-3
29	O=C(CN(C(=O)CCC(=O)Nc1ccccn1)c1ccc2c(c1)OCCO2)NCCc1ccccc1
 : -5	-7%	-1	-16%	-8%	-18%	16%	-1%	-4
30	O=c1nc2s/c(=C\c3ccco3)c(=O)n2nc1Cc1ccccc1
 : -1	9%	0	14%	-15%	11%	?	-4%[9.22 µM]	6
31	C/C(=N\Nc1cccc(C(=O)O)c1)c1cc2ccccc2o1
 : -17	-8%	-1	3%	-1%	11%	3%	1%	6
32	Cc1onc(-c2ccccc2)c1C(=O)OCC(=O)Nc1ccccc1Cl
 : -24	-19%	-14	-9%	-2%	-5%	?	.	-1
33	Cc1cccnc1C(NC(=O)C1CCN(Cc2ccc(Cl)c(Cl)c2)CC1)c1ccc(Cl)cc1 (stereo not given)
 : ?	?	-18	?	0%	?	?	.	?
34	CC(C)Cn1c(N)c(C(=O)COC(=O)c2ccccc2F)c(=O)n(C)c1=O
 : -28	-9%	4	-8%	17%	-17%	-15%	-7%	15
35	CCn1c2ccc(C)cc2c2n[nH]c(=S)nc21
 : ?	0%	-11	-2%	30%	-13%	0%	-7%	4
36	Cc1ccccc1NC(=S)N1CCN(c2ccccc2C)CC1
 : -1	-11%	-17	1%	-3%	6%	?	-3%	18
37	Cc1cc(C(=O)NNC(C)Cc2ccccc2)no1 (stereo not given)
 : 5	6%	6	3%	-4%	5%	11%	.	-24
38	CCOC(=O)N1CCC(NC(=O)c2cc(C(=O)Nc3cccc(OC)c3)ccc2CO)CC1
 : 147	6%	0	-5%	2%	0%	-9%	-4%	-1
39	CC1=CC(C)(C)N(S(=O)(=O)c2ccc(C)cc2)c2ccc(C)cc21
 : ?	6.5µM*	-16	3.2µM*	-1%	6.3µM*	?	7%	-4
40	COC(=O)CCC(C)N1CCC(Oc2ccc(C(=O)NCc3ccccn3)cc2)CC1 (stereo not given)
 : 2	7%	14	17%	4%	14%	-10%	1%	12
41	O=C(CCc1nnc(-c2ccc3c(c2)OCO3)o1)N(Cc1ccncc1)CC1CCCO1 (stereo not given)
 : 20	0%	-5	12%	-7%	9%	-10%	1%	22
42	O=C(Nc1cccc(Oc2ccccc2)c1)C1Cc2c(-c3ccc4c(c3)OCO4)ccnc2O1 (stereo not given)
 : -15	-17%	-9	?	17%	?	-29%	.	-4
43	Brc1ccc(-c2csc(-c3ccncc3)n2)cc1
 : 23	0%	2	5%	1%	11%	-3%	0%	15
44	O=c1ccc(/C=C/c2ccccc2)nn1Cc1ccccc1Cl
 : 6	-2%	3	6%	9%	2%	?	-1%	?
45	CCC(=O)N1CCc2cc(Br)cc(S(=O)(=O)N3CCN(c4ccc(C)cc4)C(C)C3)c21 (stereo not given)
 : .	0%	3	.	1%	.	0%	.	.
46	Cc1cnc(CN(C)Cc2c(C(=O)N3CCCCCCC3)nc3ccc(Cl)cn23)[nH]1
 : 14	-3%	0	0%	13%	1%	2%	-6%	3
47	CC(=O)c1cccc(NC(=O)c2cc(S(=O)(=O)N3CCOCC3)cs2)c1
 : 5	-20%	2	-1%	3%	8%	2%	2%	0
48	CC(C)C(O)(c1ccccc1)C(CN1CCOCC1)c1ccccc1 (stereo not given)
 : -13	-2%	0	1%	0%	7%	-7%	-1%	24
49	Cc1c(NC(=O)c2ccc3c(c2)OCO3)cccc1-c1nc2ncccc2o1
 : 23	0%	3	?	2%	11%	5%	2%	-11
50	CN1CCN(C(=O)c2cc(-c3ccco3)on2)CC1
 : -22	10%	-11	29%	6%	20%	-6%	-1%	-6
51	CCCCn1c(N)c(N(CC(C)C)C(=O)C(C)SCc2nc3sc(C)c(C)c3c(=O)[nH]2)c(=O)[nH]c1=O (stereo not given)
 : 18	-8%	-1	0%	-2%	0%	?	-1%	12
52	Cc1cc(OCCn2cnc3ccccc3c2=O)ccc1[N+](=O)[O-]
 : ?	-11%	-3	-3%	5%	-2%	2%	2%	11
53	CC(C)c1ccc(NC2CCCN(C(=O)CCc3cnn(C)c3)C2)cc1 (stereo not given)
 : -3	0%	1	0%	13%	1%	?	4%	i
54	Cc1ccc(NC(=O)CSc2nnc(Cn3cnc4ccccc43)o2)cc1
 : 5	7%	0	7%	-4%	14%	11%	-12%	-5
55	CCCc1cc(=O)oc2c(C)c(OCC(=O)N3CCC(C(=O)O)CC3)ccc12
 : -18	0%	-14	3%	-1%	-1%	-11%	-10%	14
56	C=C1CCN(C(C(=O)OC)C(C)C)S(=O)(=O)c2ccccc21 (stereo not given)
 : 1	3%	-16	-4%	8%	3%	0%	-2%	37
57	COc1ccc(NC(=S)NC(=NS(=O)(=O)c2ccc(Cl)cc2)c2ccccc2)cc1
 : 3	21µM*	-8	-11%	17%	-23%	-3%	?	0
58	Cc1cc(C)cc(OCCCC(=O)O)c1
 : 17	-2%	-2	18%	-12%	10%	-7%	-8%	9
59	O=C(O)CCCC(=O)Nc1ccc(OCc2nc3ccccc3s2)cc1
 : 1	-11%	-4	-4%	4%	-7%	1%	2%	22

Screening results deposited in PubChem BioAssay by National Center for Advancing Translational Sciences (NCATS).
